CYP2C19 inhib – human CYP2C19 inhibition | AID 778 | 96,000 tested, 21% active | P33261 | inhibition, % at 5 µM | CYP2C19 Supersomes, luciferin-H EGE luminescence, 30 min;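 active = CYP2C19 inhibition above a set limit at 5 µM in the primary screen, cut at about 50% in these data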;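 note: plate controls were negative control wells for no effect and 2.5 mM tranylcypromine positive control for full effect; values of inactives mirror those of a sister screen read the other way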
CYP2C9 inh – inhibitors of human CYP2C9. inhibition, % at 5 µM. CYP2C9 Supersomes, luciferin-H conversion, luminescence. P11712. 96,000 tested, 20% active;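 active = blocking of liver enzyme CYP2C9 beyond about 50% at 5 µM, limit read from the data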; note: values of inactives mirror those of a sister screen read the other way
Target sequence (P11712 whole entry, looked up): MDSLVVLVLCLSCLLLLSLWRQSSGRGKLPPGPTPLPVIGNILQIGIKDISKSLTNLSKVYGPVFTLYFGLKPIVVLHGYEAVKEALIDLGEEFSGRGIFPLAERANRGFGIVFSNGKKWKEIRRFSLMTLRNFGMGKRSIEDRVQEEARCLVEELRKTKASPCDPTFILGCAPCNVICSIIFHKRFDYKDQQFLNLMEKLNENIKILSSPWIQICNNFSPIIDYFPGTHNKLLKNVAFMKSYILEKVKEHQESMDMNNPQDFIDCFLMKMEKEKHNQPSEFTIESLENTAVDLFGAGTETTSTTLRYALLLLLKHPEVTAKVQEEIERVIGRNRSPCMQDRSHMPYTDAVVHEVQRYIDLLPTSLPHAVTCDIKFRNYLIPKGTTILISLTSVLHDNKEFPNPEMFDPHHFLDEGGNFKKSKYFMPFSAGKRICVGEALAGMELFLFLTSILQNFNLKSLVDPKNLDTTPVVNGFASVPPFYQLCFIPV
Mac1 fbg enh – CD11b/CD18-fibrinogen binding enhancement; AID 1499; 93,000 tested, 0.07% active; activation, % at 10 µM; K562 CD11b/CD18 adhesion to fibrinogen, ATPlite luminescence;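 active = 10 µM primary screen giving 50% or more activity, confirmed by 40% or more on retest at that dose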; note: strong numbers were not always called active; reference of the scale not given here
CYP2C19 act – cytochrome P450 2C19 (human) activation | recombinant CYP2C19, luciferin-H EGE luminescence; active compounds read high; 0 = fully inhibited enzyme, 1 = untreated enzyme | 96,000 tested, under 10 active | activation factor at 5 µM;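 active = activation factor of at least 2 at 5 µM in the primary screen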;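 note: 0 = wells with 2.5 mM tranylcypromine and 1 = vehicle-only wells; values of inactives mirror those of a sister screen read the other way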
CYP2C9 activ – CYP2C9 (human) activation; activation factor at 5 µM; 96,000 tested, 1.4% active; recombinant CYP2C9, luciferin-H conversion, luminescence; active compounds read high; factor 1 = untreated enzyme, 0 = blocked;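 active = activation factor of 2 or more for CYP2C9 at a 5 µM dose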;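 note: 0 = sulfaphenazole-blocked wells and 1 = vehicle-only wells; values of inactives mirror those of a sister screen read the other way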
Pyk2 oligo antag – antagonists of human Pyk2 oligomerization; Q14289; Q293 cells, Pyk2 FERM NanoBiT luminescence; active compounds read low; z-score (the deposit names both 25 µM and 10 µM); 99,000 tested, 0.83% active; AID 1347419;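 active = Z-score of -3 or lower, scaled per plate to the spread of control and sample wells; inactive = z-score above -3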;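 note: negative z-score means lost luminescence so less FERM oligomerization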
PLAP activator – activators of human placental alkaline phosphatase; activation fold at 20 µM; purified PLAP enzyme, luminescent substrate read-out; active compounds read high; P05187; 96,000 tested, 1.2% active; AID 696; in the data active = activation fold above about 2
Target sequence (P05187 whole entry, looked up): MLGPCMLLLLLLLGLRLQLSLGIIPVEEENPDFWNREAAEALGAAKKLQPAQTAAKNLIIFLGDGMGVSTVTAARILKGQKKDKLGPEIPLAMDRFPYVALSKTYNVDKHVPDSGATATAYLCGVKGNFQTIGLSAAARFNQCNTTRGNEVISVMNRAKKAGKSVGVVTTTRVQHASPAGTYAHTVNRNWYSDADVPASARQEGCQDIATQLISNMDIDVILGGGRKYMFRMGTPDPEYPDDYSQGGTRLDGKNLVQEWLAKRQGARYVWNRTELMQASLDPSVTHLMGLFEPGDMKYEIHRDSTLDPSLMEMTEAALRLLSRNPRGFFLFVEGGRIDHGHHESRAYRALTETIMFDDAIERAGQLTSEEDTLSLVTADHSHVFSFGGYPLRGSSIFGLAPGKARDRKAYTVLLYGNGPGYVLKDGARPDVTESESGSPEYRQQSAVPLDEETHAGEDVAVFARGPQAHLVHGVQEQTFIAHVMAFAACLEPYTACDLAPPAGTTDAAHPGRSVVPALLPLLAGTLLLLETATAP
MT1-MMP txn act – activates MT1-MMP transcription; HT1080 MT1-MMP promoter luciferase reporter, luminescence, overnight; active compounds read high; activation factor at 10 µM; 86,000 tested, 0.16% active;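 active = activation factor of at least 2 for MT1-MMP transcription at 10 µM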
Mac1 fbg inh – inhibitors of human CD11b/CD18 binding to fibrinogen. K562 CD11b/CD18 adhesion to fibrinogen, ATPlite luminescence; Mn2+ added to activate the integrin. inhibition, % at 10 µM. 93,000 tested, 0.54% active;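 active = primary inhibition of 50% or more at 10 µM, then 40% or more on retest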; note: some results filed as inactive read as strong as hits
* marks the source's active call; other numbers are inactive results; x = no result given.

SMILES	CYP2C19 inhib	CYP2C9 inh	Mac1 fbg enh	CYP2C19 act	CYP2C9 activ	Pyk2 oligo antag	PLAP activator	MT1-MMP txn act	Mac1 fbg inh
CC(=O)OCCN(CCOC(C)=O)c1c(C)[nH]c(=O)[nH]c1=O	-2.8	7.6	3.3	1	0.9	-0.5	0.9	1	-6.4
COc1cc(Nc2nnc(C)s2)c(Cl)cc1Cl	20.8	8.8	-2.4	0.8	0.9	-0.52	1.1	1.1	2.4
Cc1cc(Nc2cccc([N+](=O)[O-])c2)n2c(nc3ccccc32)c1C#N	6.3	12.1	-3.2	0.9	0.9	-2.46	0.9	x	13.0
CC1(CCc2ccc(O)cc2)NC(=O)NC1=O (centres undefined)	2.3	-0.3	-5.4	1	1	-0.37	0.9	1	-29.1
CCCNC(=O)Cn1cnc2sc(C(=O)N3CCN(c4ccc(F)cc4)CC3)c(C)c2c1=O	8.5	15.2	-1.6	0.9	0.8	0.08	1.1	1.1	2.3
CC1SC(=NC(=O)c2ccco2)NC1=O (centres undefined)	-3.5	0.5	-7.9	1	1	0.09	0.9	x	0.3
CCN(CC)S(=O)(=O)c1ccc(N2CCCC2)c(C(=O)OCC(=O)/C(C#N)=C(\C)N)c1	80.2*	81.7*	3.8	0.2	0.2	-1.26	1.4	1.2	-18.7
CC1Cn2c(nc3c2c(=O)[nH]c(=O)n3C)O1 (centres undefined)	4.1	25.1	4.4	1	0.7	0.06	1	1.2	12.0
COc1ccc(NC(=O)CC2C(=O)N(c3ccc(Cl)cc3)C(=S)N2CCc2ccncc2)cc1 (centres undefined)	87.7*	96.7*	x	0.1	0	-0.45	1.1	x	x
CCOC(=O)C1=C(CNCCc2ccc(Cl)cc2)NC(=O)NC1c1ccc2c(c1)OCO2 (centres undefined)	86.0*	88.7*	-0.8	0.1	0.1	-1.15	1.3	1.1	-29.8
C=CCOc1c(CNc2cccc(C(=O)O)c2)cccc1OCC	19.1	37.0	x	0.8	0.6	1.57	1.1	x	x
O=S(=O)(c1ccc(OCC(O)CN2CCCC2)cc1)N1CCOCC1 (centres undefined)	-0.3	38.1	-5.1	1	0.6	-0.15	1.3	1.2	-0.5
O=[N+]([O-])/C=C/c1cn(Cc2ccccc2)c2ccccc12	9.3	-16.6	x	0.9	1.2	-0.49	1	x	x
COc1ccccc1C(=O)N1CCCC(c2nc(-c3cc(OC)c(OC)c(OC)c3)no2)C1 (centres undefined)	59.2*	44.7	9.0	0.4	0.6	1.47	1.7	1.1	0.7
CCC(=O)NC(NC(=O)CC)C(Cl)Cl	-12.8	-13.5	x	1.1	1.1	0.73	1	x	x
O=C(O)C1CCCN(C(=O)NCc2ccccc2)C1 (centres undefined)	-2.8	2.7	-1.4	1	1	-0.47	1	1.1	5.5
CC1(NC(=O)N2CCOCC2)CCS(=O)(=O)C1 (centres undefined)	4.2	7.0	x	1	0.9	-0.31	1.1	x	x
COCC(C)n1c(C)cc(C(=O)CN2C(=O)NC3(CCCCC3C)C2=O)c1C (centres undefined)	-19.3	-69.2	-5.5	1.2	1.7	0.04	1.2	1.1	4.5
Cc1ccccc1NC(=O)Cn1nnc(-c2ccc(N3CCOCC3)cc2)n1	6.7	5.6	-0.3	0.9	0.9	-0.68	0.9	1.2	-11.2
c1ccc(C2NCCn3cccc32)cc1 (centres undefined)	-5.4	-4.0	-1.3	1.1	1	0.11	1.2	1	35.5
O=C(Nc1ccc(NC(=O)c2sc3ccccc3c2Cl)cc1Cl)c1ccco1	22.0	-8.8	x	0.8	1.1	0.76	1	x	x
N=C1C(c2ccccc2)=C(O)CN1c1ccccc1N1CCOCC1	8.2	-9.0	-4.7	0.9	1.1	0.01	1.1	1	4.3
Clc1cccc(-c2nnc(SC/C=C/c3ccccc3)n2Cc2ccco2)c1	64.7*	67.4*	-4.2	0.4	0.3	-1.98	1.2	1.1	26.9
CCc1cccc(NC(=O)C2CCCN(S(=O)(=O)c3c(C)[nH]c(=O)[nH]c3=O)C2)c1 (centres undefined)	-0.8	8.4	-0.3	1	0.9	-0.1	1.2	1.1	-3.8
COc1ccc(NC(=O)CN2CCN(C3c4ccccc4-c4ccccc43)CC2)c(OC)c1	88.4*	96.8*	x	0.1	0	-0.21	1.6	1.1	x
COc1ccccc1Nc1nc(NCCO)c2ccccc2n1	4.3	34.6	-4.0	1	0.7	x	0.8	1.1	3.7
O=C(CN(c1ccc(F)cc1)S(=O)(=O)c1ccc2c(c1)OCCO2)NCc1ccccc1	8.3	12.5	-5.2	0.9	0.9	-1.72	0.9	1.3	9.0
COc1ccccc1-c1nc(-c2ccc(Br)o2)no1	27.9	-27.8	-0.3	0.7	1.3	x	0.9	x	-15.0
Cc1cc(C)n(C(=O)CNC(=O)c2ccco2)n1	14.2	14.7	-0.4	0.9	0.9	0.47	1.1	1	1.3
O=C(Nc1cccc(Cl)c1)c1ccc2c(=O)n3c(nc2c1)CCCCC3	25.5	62.9*	-3.6	0.7	0.4	-1.79	0.8	0.7	12.3
CCCc1oc(C(=O)O)cc1CN	-12.2	-7.0	-3.2	1.1	1.1	0.87	1	x	-28.2
CCN1C(=O)c2ccccc2S(=O)c2ccc(C(=O)N3CCCC3)cc21 (centres undefined)	11.4	22.8	2.2	0.9	0.8	x	1.1	1.1	-2.2
CCOC(=O)c1c(NC(=O)COC(=O)Cn2c(C(F)(F)F)nc3ccccc32)sc(C)c1C	-0.6	35.7	0.4	1	0.6	0.11	1	1	3.6
CCOC(=O)c1c(C2COc3ccccc3O2)csc1N (centres undefined)	90.7*	79.6*	2.3	0.1	0.2	-0.46	0.8	x	0.7
CCc1ccc(OCC(=O)Nc2ccc(S(=O)(=O)N3CCCC3)cc2)c(Br)c1	-19.0	-18.7	2.5	1.2	1.2	0.52	0.9	1	23.6
CCCn1c(=O)c2ccccc2n2c(SCc3nc4ccccc4s3)nnc12	90.5*	72.5*	-4.8	0.1	0.3	-1.2	1.2	1.9	-1.8
O=C(Nc1ccccc1)c1ccc(N2CCN(c3ccccn3)CC2)c(S(=O)(=O)N2CCOCC2)c1	92.4*	90.7*	-1.6	0.1	0.1	-0.68	2.1*	1	-17.2
CN(C)S(=O)(=O)c1cc(C(=O)NCC2CCCO2)c(Cl)cc1Cl (centres undefined)	-7.4	2.7	-1.6	1.1	1	0.82	1	1	-1.7
CCC(C)(C)n1nnnc1C(c1cccc(C#N)c1)N1CCN(c2cc(C)ccc2C)CC1 (centres undefined)	51.9*	70.2*	-2.4	0.5	0.3	-0.5	1.7	1.1	8.4
Cc1cc(C(F)(F)F)nn1CCCNC(=O)c1cnccn1	50.2*	7.7	1.4	0.5	0.9	-0.39	0.9	1.2	1.2
CCCNc1nc(NCC)nc(OC)n1	2.7	-31.4	x	1	1.3	0.59	1.2	1.1	x
COc1ccc(N2C(=O)CC(Sc3nc(C)c4c(n3)CCCC4)C2=O)cc1 (centres undefined)	22.2	12.0	0.9	0.8	0.9	1.02	1.2	1.2	3.2
CCCCNC(=O)COC(=O)c1cc(C)nc2ccccc12	74.7*	-160.0	-7.1	0.3	2.6*	0.48	0.9	1	9.6
O=C(Cn1cnc2c(cnn2-c2ccc(Cl)cc2)c1=O)NC1CCCCC1	-18.1	-20.0	15.3	1.2	1.2	x	1	1	-33.4
CC(C)(C)OC(=O)NCCc1nnc(SCC(=O)c2ccc(Cl)cc2)o1	77.0*	69.9*	x	0.2	0.3	1.85	1	1	x
CSC1=NCCN1C(=O)c1c(F)cccc1Cl	45.1	11.8	-0.8	0.5	0.9	0.72	0.9	1.1	-23.4
COc1ccc(S(=O)(=O)NCC(=O)N(CC(=O)NCC2CCCO2)c2cc(C)ccc2C)cc1 (centres undefined)	17.2	12.0	3.9	0.8	0.9	-0.1	1.6	1	5.4
COCCCn1nnnc1SCC(=O)N1CCCC1	-23.1	-19.5	x	1.2	1.2	0.55	1.1	1.1	x
CC(C)c1cc(NC(=O)C(C)(C)C)cc(C(C)C)c1O	-7.8	-25.1	-2.2	1.1	1.3	-0.26	1.1	1.3	-12.9
Cc1ccc(C)c(S(=O)(=O)Nc2ccccc2C(=O)Nc2ccccc2N2CCOCC2)c1	94.3*	97.1*	-4.2	0.1	0	-2.16	1.7	x	50.3*
O=C(NC(=S)Nc1ccc(Cl)cn1)c1cccs1	10.2	-12.7	0.4	0.9	1.1	-0.4	1.1	x	15.1
Cc1cccc(OCC(=O)Nc2ccc(N3CCN(S(C)(=O)=O)CC3)cc2)c1	7.2	9.3	2.2	0.9	0.9	0.05	0.8	1.2	5.2
CCOC(=O)c1c(O)c2c(n(Cc3ccco3)c1=O)CCCC2	2.4	38.7	-0.3	1	0.6	0.43	1.3	1	-14.5
CCCOc1cc(N(CC)CC)ccc1/C=C(/C#N)c1nc2ccc(C)cc2[nH]1	21.6	57.9*	-2.0	0.8	0.4	-2.82	0.8	x	12.9
COC(=O)C(C)Oc1ccc(=O)[nH]n1 (centres undefined)	-3.3	-7.2	1.7	1	1.1	0.64	1	1.3	1.1
CCCCNC(=O)n1c(=O)oc2ccc(Cl)cc21	17.2	18.6	x	0.8	0.8	-0.79	1	1.1	x
CN1c2ccccc2C(C)(C)C12CCCC(=O)N2 (centres undefined)	6.3	-7.1	-7.0	0.9	1.1	0.11	1	1.1	16.2
O=c1cc(CSc2nnc(COc3ccc(Cl)cc3)o2)c2ccccc2[nH]1	0.4	12.4	1.2	1	0.9	-2.05	0.9	1	-7.9
O=C(c1ccc(C#CC2(O)CCCCC2)cc1)N1CCN(C(c2ccccc2)c2ccccc2)CC1	38.7	68.0*	47.8	0.6	0.3	-1.39	1.7	1.3	-20.8
CCOc1ccc(-c2nnc(N)o2)cc1	-2.2	-13.2	-0.4	1	1.1	-0.22	0.8	1.1	-3.5

Whole records as entered above:
COCCCn1nnnc1SCC(=O)N1CCCC1 in the list: CYP2C19 inhib = -23.1; CYP2C9 inh = -19.5; Mac1 fbg enh = x; CYP2C19 act = 1.2; CYP2C9 activ = 1.2; Pyk2 oligo antag = 0.55; PLAP activator = 1.1; MT1-MMP txn act = 1.1; Mac1 fbg inh = x
COc1ccc(N2C(=O)CC(Sc3nc(C)c4c(n3)CCCC4)C2=O)cc1 (centres undefined) in the list: CYP2C19 inhib = 22.2; CYP2C9 inh = 12.0; Mac1 fbg enh = 0.9; CYP2C19 act = 0.8; CYP2C9 activ = 0.9; Pyk2 oligo antag = 1.02; PLAP activator = 1.2; MT1-MMP txn act = 1.2; Mac1 fbg inh = 3.2

New compounds follow
SMILES	CYP2C19 inhib	CYP2C9 inh	Mac1 fbg enh	CYP2C19 act	CYP2C9 activ	Pyk2 oligo antag	PLAP activator	MT1-MMP txn act	Mac1 fbg inh
CCCN(CCC)CCNC(=O)C1CCN(Cc2nc(-c3ccc(Cl)cc3)oc2C)CC1	-11.5	-3.0	-3.9	1.1	1	0.82	1.5	1	16.8
CCN(CC)CCN1C(=O)c2ccccc2NC1c1ccc(F)cc1 (centres undefined)	-6.5	1.9	2.3	1.1	1	0.87	1.1	1.3	-9.4
O=c1cc(N2CCCCC2)nc2n1CCCS2	5.2	-2.3	2.3	0.9	1	-1.1	1	1.1	9.1
COc1cccc(OC)c1C(=O)OCC(=O)Nc1ccc(OC(F)(F)F)cc1	75.3*	98.8*	-3.8	0.2	0	-1.3	1.8	x	21.0
CCOC(=O)C1=C(O)CCn2c1nc1ccccc12	24.3	16.2	4.6	0.8	0.8	-0.35	1.6	0.9	-17.5
Cc1ccc(SCC(=O)NC(C)(C)C)cc1	15.6	12.9	6.8	0.8	0.9	0.57	1.2	1.4	3.0
O=C(CSc1nnc(-c2ccccc2)o1)NC1CCCCC1	83.2*	47.7	3.7	0.2	0.5	0	0.8	1.2	-17.6

Assay outcomes: PubChem BioAssay, Sanford-Burnham Center for Chemical Genomics
